CHRM5 agonist = agonists of human muscarinic M5 receptor (CHRM5). P08912. CHO-K1 hM5 cells, Fluo-8 calcium fluorescence; 0% DMSO wells, 100% maximal acetylcholine response. activation, % at 3 µM. 0.19% of 360,000 active. AID 624037;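 active means activation above the run's mean over test compounds plus 3 SD, cut at about 23% in these data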;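 further: signal is peak over basal fluorescence ratio across the kinetic read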
Target sequence (P08912 whole entry, looked up): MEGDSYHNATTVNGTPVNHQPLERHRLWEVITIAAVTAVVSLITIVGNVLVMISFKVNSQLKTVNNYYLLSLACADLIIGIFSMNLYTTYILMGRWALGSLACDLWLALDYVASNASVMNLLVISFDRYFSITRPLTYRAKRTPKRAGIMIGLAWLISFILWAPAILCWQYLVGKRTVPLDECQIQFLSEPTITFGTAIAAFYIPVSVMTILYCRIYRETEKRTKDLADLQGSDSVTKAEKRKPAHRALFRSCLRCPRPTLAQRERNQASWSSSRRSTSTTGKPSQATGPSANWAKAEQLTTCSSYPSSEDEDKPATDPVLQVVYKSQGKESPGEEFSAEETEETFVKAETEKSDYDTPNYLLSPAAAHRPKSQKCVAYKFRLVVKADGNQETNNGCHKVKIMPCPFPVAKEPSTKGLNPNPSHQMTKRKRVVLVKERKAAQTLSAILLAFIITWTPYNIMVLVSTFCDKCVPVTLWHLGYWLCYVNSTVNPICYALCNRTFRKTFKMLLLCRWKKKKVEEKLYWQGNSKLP
CHO-K1 Ca PAM = counter-screen for M1 PAMs: effect in parental CHO-K1 cells. ATP EC20, Fluo-8 calcium fluorescence; 0% at ATP EC20, 100% at ATP max. activation, % at 3 µM. 0.02% of 360,000 active;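 active means activation above the run cutoff, the mean activation of all test compounds plus 3 SD, cut at about 40% in these data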;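 further: peak over basal fluorescence ratio in a 140 s read after ATP addition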
TAAR1 antag = antagonists of human TAAR1 | 1.5% of 360,000 active | Q96RJ0 | AID 624466 | inhibition, % at 3 µM | CHO RD-HGA16 TAAR1, Fluo-8 calcium fluorescence, antagonist;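 active means inhibition above a per-plate cutoff, the mean inhibition of test compounds on that plate plus 3 SD, cut at about 49% in these data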;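 further: 0% = DMSO plus EC80 beta-PEA response and 100% = DMSO alone without agonist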
Target sequence (Q96RJ0 whole entry, looked up): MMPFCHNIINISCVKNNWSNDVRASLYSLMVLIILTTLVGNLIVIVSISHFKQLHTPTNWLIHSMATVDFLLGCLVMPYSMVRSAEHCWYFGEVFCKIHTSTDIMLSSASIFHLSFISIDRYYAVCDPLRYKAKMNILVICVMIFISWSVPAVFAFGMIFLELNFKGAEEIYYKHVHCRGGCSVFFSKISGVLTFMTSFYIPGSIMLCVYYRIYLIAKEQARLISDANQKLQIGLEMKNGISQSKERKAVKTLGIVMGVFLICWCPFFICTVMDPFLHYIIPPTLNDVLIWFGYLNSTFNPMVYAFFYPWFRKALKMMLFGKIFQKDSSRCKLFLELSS
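Material: RD-HGA16 CHO cells with stable hTAAR1 and Gα16; Dosing: single nominal final test compound concentration of 3 µM; Schedule: seeding 17-24 h prior, 75-min 37 °C, 30-min RT dye loading; Detection: kinetic Fluo-8 calcium fluorescence measurement; Measure: % inhibition from peak post-agonist over basal fluorescence ratio; Benchmarks: vehicle and agonist controls.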
CRFBP-R2 agonist = CRF-BP/CRF-R2 complex agonism; HEK293 CRF-R2/CRF-BP, calcium dye fluorescence (FLIPR); percent of saturating CRF peptide response; activation, % at 13.2 µM; 0.46% of 350,000 active;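 active means activation of at least 50%, plus an integration ratio under a set limit after plate pattern correction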;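 further: plate controls were neutral control wells without compound for no effect and CRF at EC100 for full effect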
CHRM4 PAM = positive allosteric modulators of human muscarinic M4 receptor. P08173. CHO-K1 hM4/Gqi5, Fluo-8 calcium fluorescence, ACh EC20; 0% = ACh EC20, 100% = maximal ACh. activation, % at 3 µM. 0.4% of 360,000 active. AID 624126;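 active means activation above its plate's cutoff, the mean activation of sample wells plus 3 SD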; further: some results filed as inactive read as strong as hits
CHRM5 antagonist = CHRM5 antagonism in calcium assay; inhibition, % at 3 µM; 0.59% of 360,000 active; P08912; CHO-hM5 cells, Fluo-8 calcium fluorescence, ACh EC80;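 active means inhibition above a per-plate cutoff, the mean of that plate's test compounds plus 3 SD, cut at about 27% in these data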;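 further: 0% = acetylcholine EC80 with DMSO and 100% = DMSO without agonist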
TAAR1 agonist = human TAAR1 agonism | Q96RJ0 | CHO RD-HGA16 TAAR1, Fluo-8 calcium fluorescence; vehicle wells 0%, saturating PEA agonist 100% | activation, % at 3 µM | 0.99% of 360,000 active;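 active means activation above the mean activation of all test compounds in the run plus 3 SD, cut at about 38% in these data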
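System: CHO RD-HGA16 cells carrying human TAAR1 plus Gα16; Incubation: 17-24 h seeding, 75 min 37 °C dye, 30 min RT; Measured by: Fluo-8 fluorescence, 5 s baseline then 140 s kinetic read; Control set: DMSO and PEA EC100; Replication: single well for each compound.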
CHRM5 PAM = CHRM5 positive allosteric modulation. 0.3% of 360,000 active. P08912. activation, % at 3 µM. CHO-K1 hM5, Fluo-8 calcium, ACh EC20 PAM; 0% = ACh EC20, 100% = ACh EC100;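 active means activation above the run cutoff, the mean activation of all test compounds plus 3 SD, cut at about 18% in these data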
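Assay system: CHO-K1 hM5 cells. Also added: acetylcholine at EC20 concentration, added after compound. Dosing: 3 µM, single dose. Times: compound preincubation 140 s before EC20 acetylcholine addition. Signal: Fluo-8 calcium fluorescence. Measure: % activation relative to EC20 and EC100 ACh responses. Repeats: singlicate, one well per test compound.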
CRFBP-R2 block = blocks CRF-induced signaling of the CRF-BP/CRF-R2 complex. 0.59% of 350,000 active. inhibition, % at 11.8 µM. HEK293 CRF-R2/CRF-BP, CRF-induced calcium fluorescence. AID 588475;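 active means inhibition of the ligand-induced calcium signal above about 50% at the single tested concentration, limit read from the data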
Starred values were filed as active, the others as inactive; / = not tested or not shown.

SMILES	CHRM5 agonist	CHO-K1 Ca PAM	TAAR1 antag	CRFBP-R2 agonist	CHRM4 PAM	CHRM5 antagonist	TAAR1 agonist	CHRM5 PAM	CRFBP-R2 block
CC(=O)N1CCN(c2ccc(S(=O)(=O)N3CCCCC3)cc2[N+](=O)[O-])CC1	-1	-7	-1	-0.1	-3	20	2	-4	-7
O=C(COC(=O)/C=C/c1ccccc1)NCc1ccc(Cl)cc1	-1	16	-6	-1.7	6	7	6	0	3
Cc1cc(OCC(=O)Nc2ccc(CN3CCCCC3)cc2)ccc1Cl	2	11	-2	0.7	-21	19	15	-15	-17
COc1cc(OC)cc(C(=O)N[C@H](C(=O)OCC(=O)Nc2ccc(F)c(F)c2F)C(C)C)c1	-2	-5	-11	-2.8	7	5	4	5	-56
CC(C)/C=C1\CC/C(=C\c2ccc(N(C)C)cc2)C1=O	22	6	72*	166*	-17	22	57*	-12	-191
Cc1ccc(C)c(OCc2ccc(C(=O)N3N=C(C(F)F)CC3(O)C(F)F)o2)c1 (centres undefined)	-8	16	-8	0.1	-11	1	-2	-15	-24
Cc1nc(-c2ccc(NC(=O)C3CC3)cc2)cs1	-2	2	8	0.7	3	5	-2	-1	-13
COc1ccc(NC(=O)CSc2nc3scc(C)c3c(=O)[nH]2)cc1	-2	9	-24	-2.6	-7	5	1	-5	10
CC(=O)N1CCN(C(=O)c2cc(S(=O)(=O)N(C)c3ccc(F)cc3)ccc2Cl)CC1	1	10	-18	-1.0	-1	2	1	3	-7
CC(C)c1nnc(NC(=O)CCC(=O)N2CCN(c3ccccc3F)CC2)s1	-5	5	-23	-0.3	5	17	2	-5	25
CC(C)c1ccc(OCC(=O)NCc2n[nH]c(=O)c3ccccc23)cc1	1	-7	7	-0.2	5	-1	2	2	-3
O=C(NC(Cc1ccccc1)C(=O)O)/C(=C\c1ccco1)NC(=O)c1ccco1 (centres undefined)	-3	9	8	-2.8	0	2	2	-8	-3
CC(C)c1ccc(Nc2n[nH]c(=S)s2)cc1	0	-5	-2	/	-8	7	-1	-8	/
Cc1ccc(C)c(N(CC(=O)NC2CCCCC2)C(=O)c2csnn2)c1	-2	4	11	0.3	1	7	5	5	1
O=C(C1CC(=O)N(c2ccc3c(c2)OCCO3)C1)N1CCN(Cc2ccccc2)CC1 (centres undefined)	2	-2	-15	-1.4	3	0	0	12	1
CC(=O)Nc1ccc(NC(=O)c2ccc(N(C)S(=O)(=O)c3ccc(C)cc3)cc2)cc1	2	-26	9	0.7	-6	6	3	-9	2
O=C(NC1CCS(=O)(=O)C1)c1cnccn1 (centres undefined)	-3	17	13	-0.3	2	-2	1	-4	-8
COc1cc(NS(=O)(=O)c2ccc(OC)c(OC)c2)cc(OC)c1	4	24	-3	-0.3	-5	-4	-1	4	-6
O=C(Cc1ccccc1)N[C@@H](Cc1ccccc1)C(=O)O	6	21	3	0.7	9	-4	5	11	0
COc1cccc(CNC(=O)CC(NC(C)=O)c2ccccc2)c1 (centres undefined)	-3	12	7	0.6	-1	12	5	4	9
CCCC1CCC(c2ccc(/C(N)=N/O)cc2)CC1 (centres undefined)	5	3	-15	1.3	5	-3	5	7	3
O=C(CSc1cccc(C(F)(F)F)c1)Nc1cc(S(=O)(=O)N2CCCC2)ccc1Cl	-2	18	-9	2.5	0	-6	12	-2	-20
CCC1(CC)Cc2ccccc2C(=O)N1	-3	17	-2	-0.9	-18	4	1	-2	11
N#CCSc1n[nH]c2nc3c(c(=O)n12)C1(CCCCC1)Cc1ccccc1-3	3	20	-15	-1.6	7	11	0	1	-10
CCN(CC)CCCN1C(=O)C(=O)/C(=C(/O)c2c(C)nc3ccccn23)C1c1ccc(C)o1 (centres undefined)	0	-10	-26	0.6	8	-4	1	11	-2
O=C(Cc1cccc(NC(=O)C2CCN(C(=O)C3CCC3)CC2)c1)Nc1cccc(C(=O)N2CCCCC2)c1	1	10	-10	0.1	-6	6	-1	-2	9
Cc1ccccc1C(=O)Nc1c2c(nc3ccccc13)CCCC2	-3	-13	0	-1.0	3	22	13	-9	-8
O=C(c1cccc(NC2=NC3CS(=O)(=O)CC3S2)c1)N1CCN(c2cccc(Cl)c2)CC1 (centres undefined)	1	-8	4	-0.4	1	-2	4	-4	-6
O=C(O)C1Cc2ccccc2CN1S(=O)(=O)c1ccc2ccccc2c1 (centres undefined)	-2	-6	2	-1.2	0	1	14	-2	14
CC(C)n1c(SC2C(=O)CC(C)(C)CC2=O)nc2c1c(=O)n(C)c(=O)n2C	1	21	-11	1.0	8	-1	10	-5	-1
CCN=C(Nc1ccc2c(c1)OCO2)SC1CC(=O)N(c2ccccc2F)C1=O (centres undefined)	2	5	22	-1.7	-9	5	8	-7	-5
Cc1ccccc1Cn1ccc(-c2ccc3c(c2)OCO3)n1	0	23	-8	-0.5	7	6	8	-4	13
CC(=O)c1ccc(NC2c3ncccc3C(=O)N2Cc2ccc(F)cc2)cc1 (centres undefined)	0	19	12	-0.8	9	-4	8	-6	-11
O=C(O)COc1cccc(NC(=O)C2CCCO2)c1 (centres undefined)	-2	13	-26	-3.2	1	-3	-1	3	43
COc1ccc(N(C(=O)c2csnn2)C(C(=O)NC2CCCC2)c2cccs2)cc1 (centres undefined)	0	3	-3	1.1	8	11	5	-6	5
COc1ccc(CNC(=O)CC(C)S(=O)(=O)c2ccc3c(c2)NC(=O)CO3)cc1 (centres undefined)	1	5	13	1.5	-5	7	1	-1	2
OC1COC(c2ccccc2)OC1C1OC(c2ccccc2)OCC1O (centres undefined)	3	0	4	-1.4	7	-3	0	6	-6
COc1ccc(C(=O)Nc2nc(-c3ccccn3)cs2)cc1S(=O)(=O)N1CCOCC1	0	11	9	0.6	3	5	17	-9	-9
CC(=O)c1c(C)nc(Nc2nc(C)c3cc(C)ccc3n2)nc1C	-2	-3	-2	-4.3	5	-2	-1	9	1
CN(c1ccc(OCC(=O)OCC(=O)Nc2ccccc2)cc1)S(=O)(=O)c1ccc(F)cc1	3	7	31	3.8	-4	10	21	-13	3
CCC(C)N(C(=O)COC(=O)c1nc2nc(C)cc(C)n2n1)C1CCS(=O)(=O)C1 (centres undefined)	6	-1	8	1.7	6	-5	3	1	-18
CCCS(=O)(=O)c1c(S(=O)(=O)CCC)c2cnccn2c1C(=O)c1ccc(OC)cc1	1	1	-10	-0.8	-5	11	5	1	2
Clc1cccc(Cc2c(-c3ccco3)nc3c4ccccc4ccn23)c1	-3	28	-10	/	-5	7	0	-5	/
O=C(Nc1cc2c(cc1Cl)OCCCO2)c1ccco1	0	17	9	5.7	9	-1	-1	8	-7
N#Cc1ccc(OCC(O)CN2CCN(C(c3ccccc3)c3ccccc3)CC2)cc1 (centres undefined)	-6	19	-5	0.4	-19	37*	-2	-18	-7
COc1cc(SC)ccc1C(=O)Nc1ccccc1C#N	-2	8	50*	-0.4	8	0	25	11	-23
Cc1ccc(SCC2(O)CCN(C(=O)c3ccc(Cl)cc3)CC2)cc1	1	13	2	0.8	-1	2	10	-3	-10
Cn1c(COc2ccccc2)nnc1SCc1cc(=O)[nH]c2ccccc12	-1	18	2	2.7	-8	4	2	-5	-54
C=CCNc1nc(C(=O)OCC(=O)c2ccccc2)cs1	-2	4	-6	-2.0	6	11	1	-10	7
Cc1nc2ccc(S(=O)(=O)NC(C(=O)NCc3cccs3)C(C)C)cc2s1 (centres undefined)	1	-2	-12	0.7	-4	1	0	-4	7
NNC(=O)COc1ccccc1F	-5	13	12	0.1	-1	-3	1	-1	6
O=C(NCc1ccccc1)Nc1cccn(Cc2ccccc2Cl)c1=O	-4	19	15	-0.2	-1	1	10	1	20
O=C(Cn1c(SCC(=O)N2CCCc3ccccc32)nc2ccccc21)N1CCCC1	1	19	/	-0.1	-4	5	/	-1	-29
CCN(Cc1ccccc1)S(=O)(=O)c1ccc(OC)cc1	-8	-18	7	-0.3	-7	4	-2	-4	6
C=CCNC(=S)Nc1nc2c(cc1C(=O)OCC)COC(C)(C)C2	2	-11	-17	-2.3	2	6	3	2	2
COc1ccc(S(=O)(=O)Nc2cccc3c2O[C@H](CN(C)C)[C@@H](C)CN([C@H](C)CO)C3=O)cc1	0	12	12	-1.4	8	6	8	9	5
CN(CCc1cnn(C)c1)Cc1nc(Cc2ccccc2)no1	-2	5	-21	0.1	11	8	2	2	-5
O=C(Oc1cccc2c(O)cccc12)c1ccccc1	-5	13	18	1.2	6	4	4	0	-25
OCC1(CCOc2ccccc2)CCN(CCCn2cccn2)CC1	-14	11	-17	-3.1	2	-5	0	9	12
O=C(NC1CCCCC1)N1CCc2ccccc2C1	-6	8	-15	-4.0	-5	7	2	-3	1
Other entries:
SMILES	CHRM5 agonist	CHO-K1 Ca PAM	TAAR1 antag	CRFBP-R2 agonist	CHRM4 PAM	CHRM5 antagonist	TAAR1 agonist	CHRM5 PAM	CRFBP-R2 block
CCN(CC(=O)Nc1c(F)cccc1F)C(=O)C1CCN(c2ncnc3sc(C)c(C)c23)CC1	1	6	58*	-2.8	-11	5	13	-17	-3
Cc1cn([C@H]2C[C@H](O)[C@@H](/C=C/C(=O)NCCC(c3ccccc3)c3ccccc3)O2)c(=O)[nH]c1=O	0	-11	-3	/	-3	4	1	-9	/
COc1ccc(NC(=O)Nc2cccc(C)n2)c(OC)c1	-8	11	-9	-1.5	5	-2	-4	10	-11
Cc1cc(=O)[nH]c(NCCO)n1	-1	1	-6	-1.2	4	-5	4	-3	-1
COc1ccc(NC(=O)CN(C)C(=O)c2ccccc2CCc2ccccc2)cc1	-4	-7	18	0.1	4	5	5	-9	17
CC1CCCCC1NC(=O)/C(C#N)=C/c1ccc(F)c(F)c1 (centres undefined)	-3	12	-12	2.5	6	-2	1	-2	-1
CCNC(=S)NNC(=O)c1c(Cl)c(C)nn1C	-1	12	-11	0.6	10	6	3	-1	0
Cc1cc(C)c(-c2c(O)c3cccnc3n(C)c2=O)c(C)c1	1	-3	-3	7.1	-3	0	1	0	15
NNC(=S)Nc1ccc(S(=O)(=O)N2CCCCC2)cc1	-4	5	7	0.3	3	-3	1	-5	0

Screening data as filed in PubChem.
